Screening data from PubChem.
MCF10A rerep: induces DNA re-replication in MCF 10a normal breast cells; MCF 10A DNA re-replication, Hoechst nuclear intensity, 48 h; 350,000 compounds, 2.9% hits; Potency, µM (highest dose often 46.1 µM), for the others: at the highest dose activity, positive = re-replication, hits mostly activators; note: potency is the fitted concentration of half-maximal effect; % of control where 0% means no effect; nearly all actives have a fitted effect of over 50% in size
SW480 rereplic: induces DNA re-replication in SW480 colon adenocarcinoma cells; 340,000 compounds, 1.8% hits; Potency, µM (doses to about 46.1 µM), inactives show top-dose re-replication activation, hits mostly activators; AID 624297; SW480 DNA re-replication, Hoechst DNA content imaging, 48 h; note: potency is the fitted concentration of half-maximal effect; % of control where 0% means no effect; nearly all actives have a fitted effect of over 55% in size
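Readout is total intensity of Hoechst-stained nuclei, excited at 405 nm and collected at 500-530 nm. Compound treatment lasted 48 hr at 37 C in 5% CO2 before staining.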
KB-3-1 cytotox: KB-3-1 parental cell cytotoxicity; AID 1347075; KB-3-1 viability, CellTiter-Glo ATP luminescence, 72 h; 400,000 compounds, 1.4% hits; Potency, µM (top dose mostly 46.1 µM), without a hit: at the highest dose activity change, negative = cytotoxic, actives largely listed as cytotoxic; note: potency is the fitted concentration of half-maximal effect; % is set by controls: 0 for no effect and ±100 for the full control effect; nearly all actives have a fitted effect of over 60% in size
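Cytotoxicity in the drug-sensitive parental line KB-3-1 was scored as loss of CellTiter-Glo luminescence following 72 h incubation with compound. Values come from curve fitting of normalized concentration-response data.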
ATXN2 expr inh: ATXN2 expression inhibition; HEK-293 ATXN2-luciferase reporter, luminescence, 24 h; Potency, µM (top dose mostly 57 µM), for inactives: at the top dose activity change, negative = inhibition, most hits filed as inhibitors; 360,000 compounds, 0.72% hits; note: potency is the fitted concentration of half-maximal effect; % is set by controls: 0 for no effect and ±100 for the full control effect; nearly all actives have a fitted effect of over 55% in size
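ATXN2-luciferase reporter cells (luciferase flanked by upstream and downstream ATXN2 gene portions) were treated 24 h at 37 °C with compounds at up to 57 uM. SteadyGlo luminescence gave expression; GF-AFC fluorescence gave viability.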
IL1B secr inh: inhibitors of inflammasome signaling (IL-1 beta secretion) | 360,000 compounds, 4.7% hits | THP-1 LPS/ATP IL-1B secretion, AlphaLISA, 16 h; stronger effect = lower value | activity change, % at 57.5 µM; in the data active = activity change below about -50%; inconclusive = mostly about -30% to -49%; note: % is set by controls: 0 for no effect and ±100 for the full control effect
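Secreted IL-1B measured by AlphaLISA bead assay after 16 h compound exposure of THP-1 cells; compounds (final up to 57.5 uM) added 1 h before LPS (250 ng/mL) and ATP (1.25 mM) stimulation; lower signal means less secretion.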
HT1080 IDH1KD tx: HT-1080 IDH1 knockdown cell toxicity (counter line); 360,000 compounds, 2% hits; Potency, µM (top dose mostly 46.1 µM), without a hit: top-dose activity, negative = toxicity, hits mostly cytotoxic; HT-1080 IDH1 knockdown viability, ATP luminescence, 48 h;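 note: potency is the fitted concentration of half-maximal effect; 0% = DMSO wells and -100% = cell-free medium wells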
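Knockdown cells (IDH1KD HT-1080) received compounds 2 h after plating at 750 cells/well and were kept 48 h at 37 °C in 5% FBS RPMI. A CellTiter-Glo luminescence read gave % activity for curve fitting.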
S2 tox: viability counter-screen for ATXN expression inhibitors | S2 cells (HEK-293 line with an ATXN2-luciferase reporter) viability, CellTiter-Fluor protease fluorescence, 24 h | Potency, µM (doses to about 56.7 µM), actives largely listed as cytotoxic | 400,000 compounds, 0.49% hits | AID 651635; note: potency is the fitted concentration of half-maximal effect; nearly all actives have a fitted effect of over 40% in size
HepG2 viability: counter-screen for TGF-b inhibitors: cytotoxicity in HepG2 cells; 410,000 compounds, 0.76% hits; Potency, µM (series often up to 46.1 µM), without a hit: top-dose activity change, negative = cytotoxicity, hits mostly cytotoxic; HepG2 CAGA-GFP viability, ATP luminescence, 18 h; AID 588856; note: potency is the fitted concentration of half-maximal effect; some results filed as inactive show a strong effect at the top dose
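CellTiter-Glo luminescence gave cytotoxicity after 18 hours at 37 degrees C. The cells were HepG2 CAGA-GFP in 1% FBS DMEM, stimulated with 500 pg/mL TGF-beta after compound addition. %Activity was normalised to no-cell wells (complete cell-killing) and DMSO (no toxicity), and curves were fitted and classified.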
HT1080-NT tox: kills 2HG-producing HT-1080-NT fibrosarcoma cells; HT-1080-NT fibrosarcoma viability, CellTiter-Glo ATP luminescence, 48 h; Potency, µM (series often up to 46.1 µM), for inactives: top-dose activity, negative = less viability, actives largely listed as cytotoxic; AID 686970; 360,000 compounds, 1.6% hits;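 note: NT is the 2HG producing partner of a matched IDH1 knockdown line; potency is the fitted concentration of half-maximal effect; 0% = DMSO-treated cells and -100% = media-only wells without cells; nearly all actives have a fitted effect of over 55% in size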
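Toxicity toward the 2HG-producing NT line was scored as %Activity, normalised to DMSO and no-cell wells, from CellTiter-Glo luminescence after 48 hours' treatment.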
An asterisk follows results filed as active; i = inactive; ? = inconclusive; . = no result given; [ ] = another dose, or the depositor's remark. Unless noted, calls come from the whole dose curve; as a rule, active = well fitted curve in the direction sought with a large enough effect; inconclusive = small, poorly fitted or top-dose-only effect, or another doubt; inactive = no such curve, though single readings can be large; an effect the other way counts as inactive or inconclusive.

SMILES | MCF10A rerep | SW480 rereplic | KB-3-1 cytotox | ATXN2 expr inh | IL1B secr inh | HT1080 IDH1KD tx | S2 tox | HepG2 viability | HT1080-NT tox
CC(C)C(=O)N1CCN(c2ccc([N+](=O)[O-])cc2Cl)CC1 | -4.1% | -5.8% | 3.7% | -13.8% | -5.1 | 7.7% | ? | -4.4% | 2.0%
O=C(CSc1n[nH]c(=O)[nH]c1=O)Nc1ccc(C(=O)O)cc1 | -3.2% | -2.0% | 6.6% | . | 34.2 | 11.4% | ? | 20.3% | ?
CCn1c(CSCc2ccc(C)cc2)nnc1SCC(=O)NCc1ccccc1 | -2.7% | 2.7% | 1.9% | 6.3% | -12.8 | 13.3% | i | -24.5% | 8.0%
COc1cccc(C(=O)NCCS(=O)(=O)NCc2ccc(Cl)cc2)c1 | 7.7% | -2.2% | 11.5% | -14.7% | -4.1 | -11.3% | i | -14.6% | -1.2%
Cc1ccc2c(c1)c(N=NC(N)=O)c(O)n2C | -1.4% | -3.6% | -5.4% | -25.0% | -10.9 | 0.7% | i | -22.7% | 1.4%
CCC(=O)N1CCC2(CC1)Oc1ccc(Cl)cc1C(=O)C21CC(c2ccccc2)=NO1 (stereo unspecified) | 8.1% | -3.1% | 0.0% | -14.4% | -18.6 | -7.3% | i | -7.7% | -1.0%
CCN1CCN(C(c2ccccc2OC)c2nnnn2C2CCCCC2)CC1 (stereo unspecified) | 2.7% | 1.0% | 0.0% | -12.7% | -2.1 | 1.1% | i | -42.0% | 0.2%
CCc1noc(C)c1C(=O)OCC(=O)N(CC)c1c(N)n(Cc2ccccc2)c(=O)[nH]c1=O | 1.0% | ? | 4.4% | 9.0% | 11.7 | 9.2% | i | -4.7% | 4.0%
COc1ccc(-n2nnnc2CNC(=O)C(=O)c2c[nH]c3ccccc23)cc1 | 19.4% | -99.8%[inhibitor] | -4.5% | -7.4% | -11.9 | -14.0% | i | -4.9% | -20.9%
COC[C@@H]1CCCN1[C@H]1CS(=O)(=O)N[C@@H]1COCc1ccccc1 | . | . | 0.0% | 6.5% | -11.5 | 21.0% | i | -17.8% | 6.4%
Cc1nc(SCc2c(F)cccc2Cl)c2c(=O)n(C)c(=O)n(C)c2n1 | 5.9% | 1.5% | 5.6% | -9.7% | 7.4 | 14.9% | ? | 0.3% | 2.3%
CCCCn1c2nc3ccccc3nc2c2c(=N)oc(C)nc21 | 16.9% | -12.3% | -4.3% | 1.7% | 25.1 | 6.7% | i | 3.7% | 6.7%
CC(C)(C)OC(=O)N1CCC(CC2CC(c3ccc(Cl)cc3)=NO2)(C(=O)NCC2CCCCC2)CC1 (stereo unspecified) | 6.6% | 0.9% | 0.0% | 6.5% | -9.7 | ? | ? | -9.0% | ?
O=C(N/N=C/c1ccccc1OCC(=O)N1CCCC1)C(=O)Nc1ccccc1F | ? | -3.6% | 10.4% | 23.9% | -5.7 | -0.4% | i | -1.5% | 6.6%
COc1ccc2c(-c3ccccc3)cc3nnnn3c2c1 | 2.59µM* | 131.7% | -4.7% | 4.6% | 16.9 | 2.5% | i | -2.9% | 4.0%
CC(C)c1ccc(N(C(=O)c2snc(C(N)=O)c2N)C(C(=O)NCC2CCCO2)c2ccc(N(C)C)cc2)cc1 (stereo unspecified) | ? | 2.2% | ? | -6.6% | -79.3* | ? | i | -29.8% | -14.5%
COc1ccc(CN(CC(=O)NCc2ccco2)C(=O)CCC(=O)Nc2ccccn2)cc1 | -3.7% | -0.4% | 5.3% | 7.4% | 0.0 | 5.6% | i | 3.8% | 0.4%
Cc1cc(C(F)(F)F)nc(CCNC(=O)C2CCC(=O)N(Cc3cccc(F)c3)C2)n1 (stereo unspecified) | -3.7% | -3.3% | 21.1% | 8.9% | 6.2 | 5.2% | i | -9.0% | 11.4%
O=C(COC(=O)Cc1cccs1)Nc1ccc(F)c(F)c1F | 0.5% | 4.3% | -3.4% | -0.5% | -5.5 | 17.0% | i | -15.4% | 2.5%
COc1cc(-c2cnc3c(NC=O)cc(-c4ccsc4)cn23)cc(OC)c1OC | . | . | 0.82µM* | ? | 135.0 | ? | ? | -26.1% | ?
Cc1c(-c2ccccc2)[n+](=O)c(-c2ccco2)c(C)n1[O-] | 0.0% | -6.6% | -16.1% | 11.7% | 26.9 | 9.9% | i | -0.5% | 2.7%
O=C(OCC(=O)N1CCc2ccccc21)c1ccc[nH]c1=O | 23.0% | 0.5% | 17.8% | -19.7% | 10.7 | 19.0% | i | -21.0% | 0.9%
CC(C)CC1C(C#N)=C(N)OC2=C1C(=O)CC(c1ccccc1)C2 (stereo unspecified) | 20.9% | -49.1%[1.84 µM] | -1.2% | -9.8% | ? | -1.6% | i | -48.1% | -0.2%
Cc1c(Br)c(=O)oc2c(Br)c(O)c(O)cc12 | 9.7% | 6.3% | 33.9% | 2.4% | 109.9 | -19.7% | . | -29.1% | -16.3%
NCCCNCCCCNCCCN | -17.4% | -18.6% | 0.0% | 1.8% | -3.9 | 8.4% | i | -16.7% | -0.5%
COC(=O)C1=C(C(=O)OC)[C@@H]2N(C)c3ccccc3[C@@]23C[C@@H](C(=O)OC)N(C(C)=O)C3=N1 | -15.0% | -7.1% | 15.6% | -13.6% | 27.8 | 11.7% | i | -16.8% | 7.5%
O=C(COc1ccc([N+](=O)[O-])cc1)Nc1ccccc1C(=O)NC1CC1 | -19.4% | -232.3%[inhibitor] | 11.1% | -4.4% | -19.2 | -12.4% | i | -3.9% | -0.7%
O=C(Cn1ncc2c3ccccc3n(Cc3cccc(Cl)c3)c2c1=O)NCc1cccs1 | . | . | 12.7% | 5.0% | . | . | i | -2.4% | .
CC1=C2C3OC(=O)C(C)[C@@H]3CC[C@](C)(O)C2C2C3C4C5(C12)[C@H]1OC(=O)[C@@H](C)C1CC[C@]4(C)O[C@]5(C)[C@@H]3O (stereo partly specified) | 1.1% | -2.7% | 0.5% | . | 4.3 | 0.1% | i | -10.7% | -1.0%
CN(C)S(=O)(=O)c1ccc(C(=O)OCC(=O)Nc2ccc3c(c2)OCO3)cc1 | -2.3% | 3.3% | -9.8% | 8.6% | 7.7 | 4.4% | i | -5.6% | 5.8%[9.24 µM]
Cc1ccc(S(=O)c2snnc2C)cc1 (stereo unspecified) | 1.7% | 4.0% | 0.6% | 36.5% | -17.9 | -1.5% | i | -0.8% | 10.3%
CCCN(C(=O)c1cc2c(s1)CCC2)c1c(N)n(Cc2ccccc2)c(=O)[nH]c1=O | 1.8% | -4.1% | 13.5% | -0.3% | 21.5 | 4.6% | i | 0.7% | 0.0%
Cc1ccc(S(=O)(=O)N[C@H](C(=O)OCC(=O)NC(=O)NCc2ccco2)C(C)C)cc1 | ? | 3.3% | 5.1% | -1.1% | 55.2 | -17.2% | i | -4.3% | 0.0%
CCOCCn1ccc2c(OCC(=O)Nc3ccc(C(N)=O)cc3)cccc2c1=O | . | . | 0.0% | -6.1% | . | . | i | 4.0% | .
CC(C)CN(C(=O)COC(=O)CCc1c[nH]c2ccccc12)c1c(N)n(Cc2ccccc2)c(=O)[nH]c1=O | 24.9% | -52.5%[inhibitor] | -1.1% | -4.1% | -7.0 | -15.0% | i | -11.1% | -22.0%
COc1cc(NC(=O)Nc2ccccc2)c(OC)cc1NC(=O)CN1CCCCC1 | ? | ? | ? | 29.9% | -10.1 | ? | ? | -33.4% | ?

Look-ups from above.
For KB-3-1 cytotox, Cc1ccc(S(=O)c2snnc2C)cc1 (stereo unspecified) has 0.6%
For KB-3-1 cytotox, CCOCCn1ccc2c(OCC(=O)Nc3ccc(C(N)=O)cc3)cccc2c1=O has 0.0%

The list goes on.
SMILES | MCF10A rerep | SW480 rereplic | KB-3-1 cytotox | ATXN2 expr inh | IL1B secr inh | HT1080 IDH1KD tx | S2 tox | HepG2 viability | HT1080-NT tox
Cc1ccc2c(c1)[C@H]1[C@H](CO2)[C@H](c2ccccc2)[C@]2(C)C(=O)N(Cc3ccc(F)cc3)CC(=O)N12 | 22.5% | 8.4% | ? | -26.6% | ? | -12.1% | ? | -2.9% | ?
O=C(COc1ccccc1)NCC1CCCO1 (stereo unspecified) | 1.7% | -2.8% | 2.4% | -1.3% | 12.7 | -0.5% | i | -11.1% | -6.3%
CCn1ncc(Cl)c1C(=O)Nc1cc([N+](=O)[O-])ccc1OC | -3.0% | -4.1% | 24.4% | -8.4% | 10.1 | 2.3% | i | -71.4% | 14.2%
CC(C(=O)Nc1ccncc1)(c1ccccc1)c1ccccc1 | 11.8% | -1.6% | 15.7% | 4.0% | 4.1 | 0.6% | i | -7.0% | 2.6%
O=C(c1ccc(-c2cc(Cl)ccc2Cl)o1)N1CCOCC1 | 0.0% | 0.1% | 18.3% | 32.5% | -4.5 | -6.8% | i | -0.2% | -0.2%
CCCCNc1cnn(-c2ccccc2)c(=O)c1Cl | -3.2% | -4.2% | 4.6% | 4.8% | 21.2 | 16.6% | i | 0.1% | 13.7%
COc1cc(CNC(=O)c2ccc3oc(C(C)C)nc3c2)cc(OC)c1 | -2.2% | -26.6% | 0.5% | 3.0% | -9.3 | -1.5% | i | -12.9% | -3.2%
CC(Cc1ccccc1)NC(=O)c1ccc([N+](=O)[O-])cc1 (stereo unspecified) | -2.8% | -6.7% | 17.1% | 28.1% | -12.9 | 19.1% | i | 4.1% | 7.1%
CCCOc1ccc(C(O)(CCN2CCCCC2)c2ccccc2OC)cc1 (stereo unspecified) | 20.8% | 29.1% | ? | -20.0% | -27.0 | ? | i | -17.4% | ?
